Compound activity (PubChem)
EphB4 antag: EphB4-ephrin-B2 interaction antagonists, primary screen, biochemical, TNYL-RAW peptide probe, fluorescence polarization. inhibition, % at 7 µM. AID 720, 2007. EphB4 LBD / TNYL-RAW-Alexa532 peptide. Ephrin type-B receptor 4 (Homo sapiens), P54760. actives 0.15% (n = 97,000);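 active = inhibition above the screen-wide mean inhibition plus 3 SD, cut at about 15% in these data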;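 also: 0% = DMSO wells and 100% = excess unlabeled TNYL-RAW peptide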
LYP act: LYP phosphatase activators, primary screen, biochemical, DiFMUP fluorescence, 2 µM | Tyrosine-protein phosphatase non-receptor type 22 (Homo sapiens), Q9Y2R2 | recombinant LYP; 0 = plate median, 100 = signal doubled | activation, % at 2 µM | actives 0.11% (n = 96,000);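 active = activation at 2 µM above a set limit, the mean plus 5 SD, cut at about 37% in these data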
Target sequence (Q9Y2R2 whole entry, looked up): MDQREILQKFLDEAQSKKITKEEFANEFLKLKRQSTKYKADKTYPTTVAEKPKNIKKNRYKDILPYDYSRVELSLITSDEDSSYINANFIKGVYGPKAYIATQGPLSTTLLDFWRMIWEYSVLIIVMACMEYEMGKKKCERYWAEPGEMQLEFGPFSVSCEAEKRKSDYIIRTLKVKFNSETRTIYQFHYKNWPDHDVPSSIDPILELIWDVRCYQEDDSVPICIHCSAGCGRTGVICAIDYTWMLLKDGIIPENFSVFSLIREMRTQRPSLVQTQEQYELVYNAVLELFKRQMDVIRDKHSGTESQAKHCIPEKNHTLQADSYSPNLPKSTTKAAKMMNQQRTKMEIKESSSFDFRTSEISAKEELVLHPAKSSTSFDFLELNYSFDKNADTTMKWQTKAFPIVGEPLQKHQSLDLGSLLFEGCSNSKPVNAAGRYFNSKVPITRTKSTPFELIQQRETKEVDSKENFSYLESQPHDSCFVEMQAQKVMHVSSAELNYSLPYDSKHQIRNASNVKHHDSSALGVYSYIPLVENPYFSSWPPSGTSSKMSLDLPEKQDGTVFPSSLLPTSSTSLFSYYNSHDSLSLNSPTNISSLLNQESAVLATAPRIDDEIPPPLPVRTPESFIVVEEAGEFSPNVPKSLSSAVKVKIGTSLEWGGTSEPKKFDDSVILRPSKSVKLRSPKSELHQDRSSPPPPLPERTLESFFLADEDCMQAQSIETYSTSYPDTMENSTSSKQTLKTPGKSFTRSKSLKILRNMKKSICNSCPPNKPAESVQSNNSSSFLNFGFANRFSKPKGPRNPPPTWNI
S1P2 blocker: human S1P2 receptor antagonists, primary screen, cell-based; inhibition, % at 5 µM; actives 0.21% (n = 97,000); Sphingosine 1-phosphate receptor 2 (Homo sapiens), O95136; cell-based S1P2 antagonist assay, inhibition at 5 uM; in the data active = inhibition above about 45%;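 also: CRE beta-lactamase reporter cells expressing human S1P2 stimulated with S1P; 0% = agonist at EC80 alone and 100% = agonist plus reference antagonist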
PostGolgi yeast: phenotypic screen on post-Golgi transport, primary screen; inhibition, % at 10 µM; actives 0.9% (n = 98,000); AID 739, 2007; post-Golgi transport phenotypic cell assay;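 also: yeast cells grown in 1536-well plates; yeast grown about 18 h at 30C before absorbance read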
PTPN22 inh 2: PTPN22 phosphatase inhibitors, primary screen, biochemical, DiFMUP fluorescence, 2 µM. recombinant LYP catalytic domain. inhibition, % at 2 µM. actives 0.21% (n = 96,000);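 active = inhibition at 2 µM at or above a set limit, the screen mean plus 3 SD, cut at about 24% in these data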;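 also: 0% = DMSO with enzyme and 100% = enzyme fully blocked by orthovanadate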
FAK inh: FAK kinase inhibitors, primary screen, biochemical; inhibition, %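 (tested at 7 µM)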; actives 0.84% (n = 97,000); biochemical FAK kinase activity assay; Focal adhesion kinase 1 (Homo sapiens), Q05397; AID 727, 2007; in the data active = inhibition above about 19%;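 also: 0% = DMSO and 100% = reference compound high control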
PostGolgi ctrl: growth inhibition of yeast control strain, primary screen, counter-screen for post-Golgi transport modulator project; actives 5% (n = 98,000); inhibition, % at 10 µM; AID 738, 2007; efflux-deficient yeast background strain, growth absorbance A615, 16 h
Rev-RRE block: HIV-1 Rev-RRE binding inhibitors, primary screen, biochemical, FRET, protein-RNA interaction; AID 704, 2007; inhibition, % at 8 µM; P05866; Rev peptide-RRE RNA binding; actives 0.79% (n = 97,000);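 active = inhibition above the screen-wide mean plus 3 SD, cut at about 35% in these data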;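 also: 0% = median DMSO wells and 100% = median Neomycin B control wells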
Target sequence (P05866 whole entry, looked up): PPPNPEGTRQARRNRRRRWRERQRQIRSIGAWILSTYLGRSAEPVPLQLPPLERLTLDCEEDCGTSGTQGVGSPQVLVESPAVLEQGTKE
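Probe or stimulus: fluorescein-Rev peptide as binding partner; assay system: Cy5-tagged RRE RNA duplex with fluorescein-tagged Rev peptide; timing: 5 min compound–RNA preincubation, then 15 min with peptide, 25 °C; medium: HEPES pH 7.5 buffer with KCl, MgCl2, NaCl and EDTA; signal: fluorescein-to-Cy5 FRET, 480 nm excitation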
S1P2 agonist: S1P2 receptor agonists, primary screen, cell-based | Sphingosine 1-phosphate receptor 2 (Homo sapiens), O95136 | S1P2-expressing cell line, agonist reporter read-out | activation, % at 4.5 µM | actives 0.46% (n = 97,000) | AID 729, 2007; in the data active = activation above about 16%;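 also: 0% = vehicle low control and 100% = maximal reference agonist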
* hit, by the source's call; . = no result given. Rule as the data show it, unless noted: active = inhibition above about 30%; inactive = the rest.

SMILES	EphB4 antag	LYP act	S1P2 blocker	PostGolgi yeast	PTPN22 inh 2	FAK inh	PostGolgi ctrl	Rev-RRE block	S1P2 agonist
Cn1c(N2CCCC2)nc2c1c(=O)n(Cc1ccc(Cl)cc1)c(=O)n2C	1	-11	-52	-10	10	5	20	7	-1
CCOC(=O)N1CCC(NC(=O)c2ccc3nc(N4CCOCC4)sc3c2)CC1	2	-6	9	.	9	1	.	3	0
C=CCN(CCNP(=O)(OCC)OCC)CP(=O)(OCC)OCC	-5	10	-7	-46	-14	3	7	-1	-1
CC(NC(=O)c1cccs1)C(c1cccs1)N1CCN(Cc2ccccc2)CC1 (stereo not drawn)	-1	-5	5	-4	1	3	-9	0	-7
Cc1ccc(CN2C3=NC(=O)CN3c3ccccc32)cc1	-2	-11	9	-7	10	2	7	4	-6
CCCCn1nnc(NC(=O)COc2cc(C)ccc2C(C)C)n1	-1	-5	-29	-2	4	3	5	6	7
COC(=O)c1ccc(SC2CCCCC2)c([N+](=O)[O-])c1	7	-2	-1	-3	6	7	15	12	-3
Clc1ccc(CSc2nnc(-c3ccc4c(c3)OCO4)o2)cc1	-10	-5	-14	-1	1	0	9	14	-6
CCC(C)(C)NC(=O)CN(Cc1cccs1)C(=O)CCC(=O)Nc1nccs1	2	14	23	-3	-12	-12	14	7	-1
Cc1ccc2[nH]c(=O)c(CN(CCc3ccccc3)C(=O)N3CCOCC3)cc2c1	-7	-3	0	-13	1	-1	-2	2	-2
Cc1nn(C(=O)c2cccnc2)c(C)c1Sc1ccc(Br)cc1	13	-6	7	19	10	-6	33*	2	0
CC(=O)Nc1cc(C(=O)N2CCCC2)ccc1Sc1ccc(C)cc1	-5	1	0	-2	-3	0	-2	-2	-5
COc1ccc(S(=O)(=O)N2CCN(C3CCN(Cc4ccccc4)CC3)CC2)cc1	-5	18	2	-7	-20	4	1	5	-4
COc1ccc(/C=N\N=C2/SC(CC(=O)O)C(=O)N2c2ccc(O)cc2)cc1 (stereo not drawn)	5	0	8	0	4	-3	6	1	-4
O=C(c1cc(N2CCCCC2)nc2ccccc12)N1CCOCC1	1	-1	10	3	-2	-1	0	3	-2
Cc1occc1C(=O)Nc1sc2c(c1C(N)=O)CCC(C(C)(C)C)C2 (stereo not drawn)	4	-1	-17	-3	0	-1	4	21	-1
CCCn1c(=O)c2ccccc2n2c(SCCOc3ccccc3F)nnc12	6	-12	12	-23	14	-1	26	8	-5
Cc1ccc(S(=O)(=O)N2CCN(C(=O)CSc3nc4ccccc4c(=O)[nH]3)CC2)cc1	-3	-11	3	2	12	-6	2	6	-11
Cc1ccc(C2C3=C(CCCC3=O)Nc3nc(SCC(=O)NCc4ccco4)[nH]c(=O)c32)cc1 (stereo not drawn)	3	14	-9	-5	-15	-2	15	6	-2
CCCOC(=O)c1cc(-c2ccc(/C=C3/C(=O)N(C)C(=O)C(C#N)=C3C)o2)ccc1Cl	5	0	-15	.	-2	-1	.	3	-1
Cc1nc2oc3c(NCC4CCCO4)ncnc3c2c2c1COC(C)(C)C2 (stereo not drawn)	-5	18	3	5	-18	3	12	2	-4
CCn1c(SCC(=O)NC2CCCCC2)nnc1-c1cccs1	1	-1	2	-5	0	-3	14	5	-5
O=C(Nc1ccc2c(c1)OCCO2)C1CCN(S(=O)(=O)c2cccs2)CC1	-4	6	-35	-4	-2	2	12	6	-6
COc1ccc(NCC(=O)Nc2ccc(Cl)cc2C)c(OC)c1	1	-7	-14	8	10	3	22	9	-4
Cn1c(Cn2cnc3ccccc32)nnc1SCc1ccccc1	-1	-6	19	-3	7	1	29	1	0

Additional records.
SMILES	EphB4 antag	LYP act	S1P2 blocker	PostGolgi yeast	PTPN22 inh 2	FAK inh	PostGolgi ctrl	Rev-RRE block	S1P2 agonist
COc1ccc2nc(NC(=O)CSc3nnc(-c4ccoc4C)n3C)sc2c1	-4	4	-14	-8	0	5	9	4	-16
CCC(C)NC(=O)N[C@@H](CCSC)C(=O)OC (stereo partly drawn)	7	1	1	0	2	-4	1	7	-1
O=C(CCn1cccc1)NCCc1ccc(Cl)cc1	2	4	9	0	-3	-1	11	3	-6
CN(C)CC(=O)Nc1cc(C(F)(F)F)ccc1Cl	6	-15	0	38*	14	-2	8	5	-4
O=C(CCC1CCCC1)NC1CCCCC1	4	-4	-27	-5	5	0	-1	-4	-3
c1ccc(Cn2nnnc2C(c2cccnc2)N2CCN(c3ccccc3)CC2)cc1 (stereo not drawn)	-1	0	2	92*	-2	2	90*	3	-5
COc1ccc(/C=C/C(=O)Nc2nc(C)cc(C)n2)cc1OC	-10	8	-23	0	-3	-1	-1	-2	0
CC1(C)OC(C(=O)NC2CCCCC2)C(C(=O)NC2CCCCC2)O1 (stereo not drawn)	4	4	0	2	-3	-10	19	2	-5
CCOC(=O)c1sc2c(c1C)c(=O)c(C(=O)OCC)cn2CC	-10	-1	-2	-10	-1	-6	7	-2	-7
COc1ccc2oc(-c3ccc(C)c(NC(=O)CSc4ccc(Cl)cc4)c3)nc2c1	2	-9	-4	-3	12	-7	7	-1	-4
Cc1ccc2nc(-c3ccc(S(=O)(=O)N4CCOCC4)cc3)cn2c1	-6	-1	10	-4	0	0	6	5	-4
CCCC1(C(=O)OCC)NC(c2ccc(OC)cc2OC)C2C(=O)N(c3ccc4c(c3)OCCO4)C(=O)C21 (stereo not drawn)	3	-7	-4	.	7	0	.	1	0
O=C(NC1CCCCC1)C1Cc2ccccc2CN1S(=O)(=O)c1ccc(F)cc1 (stereo not drawn)	-1	-2	-3	.	-1	0	.	6	-11
COc1ccccc1N(CC(=O)Nc1ccc(F)c(F)c1)S(C)(=O)=O	2	10	13	-10	-9	-3	4	1	-4
Cc1ccc(C(C(=O)NC(C)(C)C)N(Cc2cccs2)C(=O)c2csnn2)cc1 (stereo not drawn)	-6	-10	-42	.	9	-4	.	6	-3
O=C(CN1CCN(c2ccccc2)CC1)Nc1nccs1	4	12	-7	-9	-13	-2	0	8	-6
CCCCOc1ccc(C(=O)NCc2ccco2)cc1	-1	3	9	-5	-4	-1	6	6	-1
CCCCn1c(=O)[nH]c(=O)c2c1nc(-c1ccc(-c3ccccc3Br)o1)n2CC	3	-6	-14	4	10	-2	10	14	-6
Cc1c(N/C=C/C(=O)c2cccs2)c(=O)n(-c2ccccc2)n1C	-4	6	0	-2	-5	1	3	-1	-4
CSc1ccccc1-c1nnc(-c2ccc(Cl)c(Cl)c2)o1	0	-4	18	0	2	-8	4	4	-2
O=C(Nc1ccccn1)c1ccc(=O)[nH]n1	-2	9	-18	-2	-14	1	7	6	-1
C=CCSc1nnc(-c2sc(-c3ccccc3)nc2C)n1C	-6	-3	6	6	6	1	10	3	-4
CCCCSC1(SCCCC)N=C(N)C2(C#N)C(c3ccccc3)NC(C)=C(C)C12C#N (stereo not drawn)	-3	-9	-5	-1	12	3	-1	2	-6
O=C(O)CC/C(=N\Nc1ccc(S(=O)(=O)N2CCCC2)cc1[N+](=O)[O-])c1cccs1	3	-5	3	14	3	-3	-1	4	-5
O=c1c2[nH]c3ccc(Cl)cc3c2ncn1CCN1CCCCC1	-1	-8	11	-10	7	0	1	10	0

Record cards, as listed above. Screens in order: EphB4 antag	LYP act	S1P2 blocker	PostGolgi yeast	PTPN22 inh 2	FAK inh	PostGolgi ctrl	Rev-RRE block	S1P2 agonist
`O=C(O)CC/C(=N\Nc1ccc(S(=O)(=O)N2CCCC2)cc1[N+](=O)[O-])c1cccs1` reads 3	-5	3	14	3	-3	-1	4	-5
`c1ccc(Cn2nnnc2C(c2cccnc2)N2CCN(c3ccccc3)CC2)cc1` (stereo not drawn) reads -1	0	2	92*	-2	2	90*	3	-5
`Cc1c(N/C=C/C(=O)c2cccs2)c(=O)n(-c2ccccc2)n1C` reads -4	6	0	-2	-5	1	3	-1	-4
`COc1ccccc1N(CC(=O)Nc1ccc(F)c(F)c1)S(C)(=O)=O` reads 2	10	13	-10	-9	-3	4	1	-4
`COc1ccc(/C=C/C(=O)Nc2nc(C)cc(C)n2)cc1OC` reads -10	8	-23	0	-3	-1	-1	-2	0

Remaining list, next part
SMILES	EphB4 antag	LYP act	S1P2 blocker	PostGolgi yeast	PTPN22 inh 2	FAK inh	PostGolgi ctrl	Rev-RRE block	S1P2 agonist
CCOc1ccc(C(=O)N2CCC(C(=O)c3ccc4c(c3)OCCO4)CC2)cc1	-7	-8	2	6	11	11	5	12	-6
Cc1ccccc1-n1nnnc1SCC(=O)Nc1ccc(S(=O)(=O)N2CCCC2)cc1	1	-3	21	4	7	-1	15	4	-7
CCCn1c(=O)c(C(=O)NCc2cccnc2)c(O)c2ccccc21	4	1	2	-4	-3	-1	2	-1	-7
CCCn1c(NCc2ccco2)nc2c1c(=O)n(C)c(=O)n2C	5	8	-1	.	-9	1	.	3	3
Cc1ccc(S(=O)(=O)NNC(=O)c2sc3nc(C)cc(C)c3c2-n2cccc2)cc1	1	0	10	-5	1	-5	28	-1	-4
Cc1oc2c(cc(NS(=O)(=O)c3ccc4c5c(cccc35)C(=O)N4)c3ccccc32)c1C(=O)OC(C)C	-3	-5	-25	-3	5	2	17	1	2
Cc1ccc(NC(=S)NC(=O)c2ccc(-c3ccccc3)cc2)cc1	-1	2	-8	.	1	-5	.	3	-6
CCN(CC)c1nc(OC)nc(-n2nnc(C(C)=O)c2C)n1	-1	7	-26	-1	-3	2	-12	-2	6
COc1nc(C#N)c(N2CCOCC2)o1	-10	1	-34	17	-2	-2	15	5	0
Cc1cccc(N(CC(N)=O)S(C)(=O)=O)c1C	-8	2	-15	-8	-2	-1	7	7	-6
CCc1[nH]c(=O)c(C#N)c2c1COC(C)(C)C2	5	5	-5	-4	-3	0	17	6	-3
COCC(C)NC(=O)c1ccc(-n2nc(C(F)(F)F)cc2-c2cccs2)cc1 (stereo not drawn)	-3	14	24	11	-18	0	5	0	-4
COCCNC(=O)c1cn(C)c(=O)c2cc(OC)c(OC)cc12	4	4	-2	6	-7	0	6	2	-6
O=C(O)c1ccc(-n2nc(C(F)(F)F)c3c2-c2ccoc2CC3)cc1	3	1	2	1	0	-4	-1	5	-3
COc1ccc(CN(Cc2ccncc2)C(=O)CCC(=O)O)cc1	8	2	12	-9	-4	-1	0	3	-4
CCCn1c(SCC(=O)Nc2nnc(C)s2)nnc1-c1ccoc1C	-1	0	2	3	-2	-1	19	0	-12
O=C(CSc1nnc(-c2c[nH]c3ccccc23)n1-c1ccc(F)cc1)NCc1ccco1	-1	5	-15	.	-11	-2	.	2	-8
Cc1ccc(-n2c(C)cc3c2CC(C)(C)CC3=O)cc1C	6	8	-12	16	-9	1	31*	10	-5
CCOc1ccc(C2C(C(=O)c3ccc(C)o3)=C(O)C(=O)N2CCN2CCOCC2)cc1OC (stereo not drawn)	9	0	2	-4	-3	3	8	17	-1
CN1CCN(CC(O)COc2ccc(OCC(O)CN3CCN(C)CC3)cc2)CC1 (stereo not drawn)	6	-2	14	.	6	9	.	7	-4
O=C(CSc1nc2c([nH]c3ccccc32)c(=O)n1-c1ccc(F)cc1)NCc1ccco1	1	0	13	5	-4	-6	-9	13	-3
CN(c1cccc(NC(=O)COc2ccccc2)c1)S(C)(=O)=O	-2	-4	-24	0	-2	0	-2	3	1
Cc1cccc(N=Nc2c(N)n[nH]c2-c2ccc(Cl)cc2)c1	2	-8	-12	5	12	-7	34*	10	-3
N#C/C(=C(/O)COC(=O)c1ccc2c(c1)OCCO2)c1nc2ccccc2[nH]1	-1	-1	10	3	0	0	0	25	-1
